APJ ag – agonists of human apelin receptor APJ, primary screen, CHO-K1 cells, PathHunter beta-arrestin, luminescence; activation, % at 20 µM; P35414; 330,000 tested, 0.11% active; 0% DMSO wells, 100% apelin;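 active = activation more than six SD over the plate average, tested at 20 µM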;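 also: 0% = DMSO alone and 100% = apelin-13 at 10 nM; some results filed as inactive read as strong as hits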
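Assay system: engineered CHO-K1 APJ arrestin reporter cells; Amount: 1000 CHO-K1 reporter cells seeded per well; Dosing: one dose, 20 µM compound, 1% DMSO; Times: compound stimulation 90 min at 25 °C, detection 60 min; Measured by: luminescent beta-gal fragment complementation, chemiluminescent substrate; Read-out: APJ–arrestin association signal; Controls: DMSO vs Apelin-13 10 nM.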
APJ antag – antagonists of human apelin receptor APJ, primary screen, CHO-K1 cells, beta-arrestin complementation, luminescence | P35414 | 330,000 tested, 0.32% active | AID 2521, 2010 | inhibition, % at 20 µM;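 active = inhibition above about 40% at 20 µM, limit read from the data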;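 also: cells challenged with 10 nM apelin-13 agonist together with compound; plate controls were apelin-13 plus DMSO wells for no effect and DMSO wells lacking apelin-13 for full effect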
Gli-Sufu block – Gli-Sufu pathway antagonists, primary screen, luciferase luminescence, Sufu-KO-LIGHT cells, uHTS; inhibition, % at 5 µM; Sufu-KO-LIGHT fibroblasts, Gli luciferase reporter luminescence; 340,000 tested, 0.74% active;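 active = inhibition above about 55%, limit read from the data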;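 also: 0% = DMSO-treated cells and 100% = wells with medium but no cells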
CCR6 antag – CCR6 receptor antagonists, primary screen, cell-based, CHO-K1, luminescence, beta-arrestin, uHTS; CHO-K1 CCR6 PathHunter beta-arrestin, CCL20-stimulated; inhibition, % at 20 µM; 340,000 tested, 0.49% active;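 active = compounds whose inhibition of the agonist-driven luminescence signal at 20 µM reaches about 50%, limit read from the data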;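 also: cells stimulated with CCL20 at 14 nM final; plate controls were DMSO with CCL20 for no effect and DMSO without agonist for full effect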
Target sequence (P51684 whole entry, looked up): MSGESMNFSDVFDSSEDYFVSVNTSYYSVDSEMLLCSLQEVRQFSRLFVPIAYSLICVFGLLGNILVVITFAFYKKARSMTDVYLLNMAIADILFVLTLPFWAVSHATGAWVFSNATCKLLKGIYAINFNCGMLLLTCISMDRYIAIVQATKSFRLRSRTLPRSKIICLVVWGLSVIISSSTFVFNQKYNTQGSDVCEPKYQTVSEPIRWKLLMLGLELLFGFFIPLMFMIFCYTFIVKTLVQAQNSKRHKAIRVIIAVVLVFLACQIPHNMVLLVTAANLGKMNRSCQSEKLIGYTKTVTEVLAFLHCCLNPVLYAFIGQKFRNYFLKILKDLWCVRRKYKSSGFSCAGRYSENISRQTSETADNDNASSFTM
UBC13 inh – UBC13 polyubiquitin chain formation inhibitors, primary screen, biochemical, TR-FRET, uHTS. Ubiquitin-conjugating enzyme E2 N (Homo sapiens), P61088. inhibition, % at 20 µM. 330,000 tested, 0.47% active; in the data active = inhibition above about 45%, passing the limit was not always enough
EBI2 antag – EBI2 receptor antagonists, beta-arrestin recruitment, primary screen, cell-based, luminescence, 7a,25-OHC stimulation, uHTS | 360,000 tested, 0.81% active | 7a,25-OHC stimulated | G-protein coupled receptor 183 (Homo sapiens), P32249 | inhibition, % at 5 µM; in the data active = inhibition above about 38%;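 also: enzyme fragment complementation signal reports receptor beta-arrestin coupling in cells; 0% = agonist plus DMSO wells and 100% = wells without agonist; some results beyond the cut were filed as inactive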
Target sequence (P32249 whole entry, looked up, the tested form may be a part): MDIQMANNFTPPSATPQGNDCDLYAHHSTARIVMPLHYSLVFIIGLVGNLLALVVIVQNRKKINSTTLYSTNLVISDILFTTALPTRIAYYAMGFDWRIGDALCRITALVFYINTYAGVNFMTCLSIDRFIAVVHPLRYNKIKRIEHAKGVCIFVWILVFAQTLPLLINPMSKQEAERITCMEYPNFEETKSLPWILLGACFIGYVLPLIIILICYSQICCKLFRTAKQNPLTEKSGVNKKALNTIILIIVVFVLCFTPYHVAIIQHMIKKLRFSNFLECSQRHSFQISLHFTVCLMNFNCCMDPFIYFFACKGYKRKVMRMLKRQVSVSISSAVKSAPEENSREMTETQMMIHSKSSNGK
ATG4B inhibitor – ATG4B protease inhibitors, primary screen, biochemical, fluorescence, uHTS; Cysteine protease ATG4B (Homo sapiens), Q9Y4P1; ATG4B cleavage of LC3-PLA2, NBD-HPC fluorescence, 1 h; inhibition, % at 8.33 µM; 340,000 tested, 0.51% active; AID 504462, 2011; in the data active = inhibition above about 40%
CXCR6 inh – CXCR6 receptor inhibitors, primary screen, cell-based, beta-arrestin, luminescence, CHO-K1 PathHunter, 1536-well; C-X-C chemokine receptor type 6 (Homo sapiens), O00574; AID 602244, 2012; 360,000 tested, 0.36% active; inhibition, % at 20 µM; in the data active = inhibition above about 34%, passing the limit was not always enough;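 also: antagonist mode with CXCL16 agonist at 10 nM final; 0% = 10 nM CXCL16 with DMSO and 100% = unstimulated wells without agonist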
Target sequence (O00574 whole entry, looked up): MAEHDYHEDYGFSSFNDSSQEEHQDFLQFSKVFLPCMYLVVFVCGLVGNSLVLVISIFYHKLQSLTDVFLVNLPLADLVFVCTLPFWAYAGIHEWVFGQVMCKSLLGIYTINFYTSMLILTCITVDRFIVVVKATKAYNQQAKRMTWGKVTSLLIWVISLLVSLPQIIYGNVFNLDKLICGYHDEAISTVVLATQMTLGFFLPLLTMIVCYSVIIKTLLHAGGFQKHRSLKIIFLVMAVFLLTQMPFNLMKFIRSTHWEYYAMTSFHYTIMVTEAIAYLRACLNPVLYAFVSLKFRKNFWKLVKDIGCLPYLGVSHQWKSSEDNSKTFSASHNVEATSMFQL
* hit, by the source's call; / = no result given; & = joins results of further samples. Rows are unselected; overall some 3% were active at least once.

SMILES | APJ ag | APJ antag | Gli-Sufu block | CCR6 antag | UBC13 inh | EBI2 antag | ATG4B inhibitor | CXCR6 inh
CN(C(=O)Cn1cc(C(F)(F)F)cc(Cl)c1=O)C1CCS(=O)(=O)C1 (stereo not drawn) | -4 | -18 | -10 | 0 | -3 | -9 | 1 | -1
Cc1cc(C)n(-c2ccc([N+](=O)[O-])cc2)n1 | -1 | -2 | 43 | 25 | -5 | 2 | 2 | 1
CCN(C#N)c1nc(NC(C)C)nc(NC(C)(C)C)n1 | -3 | 6 | 0 | 5 | -4 | 4 | -5 | -2
Cc1cc(S(=O)(=O)NCCCN2CCOCC2)c(C)cc1Cl | 4 | 15 | -1 | 10 | 3 | -14 | -7 | -2
CCCC(=O)Nc1cc(C(=O)N(C)CC(OC)OC)ccc1S(=O)(=O)c1ccc(C)cc1 | -4 | -2 | 3 | -5 | -1 | -4 | -5 | 7
COc1cc(/C=N/NC(=O)c2cccnc2)ccc1OS(=O)(=O)c1ccc(C)cc1 | 2 | -15 | -7 | 11 | -12 | 10 | -18 | 2
CCOC(=O)C1CCN(C(=O)c2ccco2)CC1 | 0 | 3 | -1 | 1 | -1 | 2 | 4 | 3
CNS(=O)(=O)c1cn(CC(=O)NCc2ccc(N(C)C)cc2)cc1S(=O)(=O)NC | -1 | 3 | -3 | 3 | 0 | 4 | -3 | 6
CCN(CC)CCCOC(=O)c1ccc(OC)cc1O | -1 | -16 | 1 | 4 | -6 | -20 | -3 | 4
O=C/C(=C\Nc1ccccn1)c1nc2ccccc2o1 | -2 | 10 | 6 | 25 | -9 | 14 | -14 | 15
CCOC(=O)c1nn(-c2ccccc2)c(C)c1C(C)=O | 4 | 2 | 10 | -11 | -4 | -9 | 1 | -3
Cc1cc(C(=O)NCC2COc3ccccc3O2)c2ccccc2n1 (stereo not drawn) | 5 | 17 | 7 | 2 | 11 | 10 | -11 | -11
CCOC(=O)N1CCC(NC(=O)CCC(=O)N2CCOc3ccccc32)CC1 | -2 | 7 | -1 | 8 | 6 | -1 | -18 | 7
Cc1c(Cl)c(=O)n2c(=O)c(Cl)c(C)n12 | -1 | 10 | -8 | 9 | 14 | -8 | -4 | -7
NC(=O)c1ccc(C23CC4CC(CC(C4)C2)C3)o1 | 1 | -16 | 4 | -3 | 10 | 2 | 11 | -4
O=C(COc1ccccc1)Nc1sc2c(c1C(=O)NCc1cccnc1)CCCC2 | -4 | 8 | -3 | -2 | 2 | 7 | 13 | -1
CC(C)Sc1nc(N2CCOCC2)c2c3c(sc2n1)COC(C)(C)C3 | 0 | 3 | 3 | 9 | 31 | 7 | 3 | -9
CC(=O)Nc1ccc(S(=O)(=O)Nc2nc(C)nc3sc(C)c(C)c23)cc1 | -2 | 5 | -39 | 1 | 0 | -6 | -4 | 12
CC(=O)c1ccc2c(c1)C1C=CCC1C(C(=O)O)N2 (stereo not drawn) | -2 | -41 | -6 | 1 | -25 | -8 | 27 | -9
CC(O)CN(Cc1ccc(Cl)cc1)CC(C)O (stereo not drawn) | -3 | 7 | -5 | 11 | -6 | -4 | -1 | 0
CC(C)c1ccc2c(c1)C(N1CCN(C)CC1)Cc1cccnc1S2 (stereo not drawn) | -5 | 5 | 13 | 11 | 10 | -2 | -9 | 6
COc1ccc(C(=O)N[C@H](C(=O)OCc2cc(=O)oc3cc(C)ccc23)C(C)C)cc1 | -1 | 2 | 5 | 13 | 3 | 2 | 10 | -2
O=C(COC(=O)CNC(=O)c1ccc2c(c1)OCO2)Nc1ncc(Cl)cc1Cl | -2 | -8 | 4 | 1 | -11 | -4 | -16 | -14
O=C(Nc1ccccc1)OCC1CCCN2CCCCC12 (stereo not drawn) | -1 | -16 | 10 | 18 | -7 | -5 | -15 | -4
NC(=O)C1CCN(C(=O)/C(=C/c2ccco2)NC(=O)c2ccccc2)CC1 | -6 | 6 | -7 | 5 | 2 | -3 | 0 | 12
COc1ccc(S(N)(=O)=O)cc1C(=O)OCC(=O)Nc1sccc1C#N | 3 | 5 | 2 | 12 | -10 | -3 | 1 | -1
O=C(NCCc1ccco1)C(=O)NCC1OCCCN1S(=O)(=O)c1ccc(Cl)cc1 (stereo not drawn) | 0 | 15 | -4 | 13 | 0 | -5 | -2 | 3
CC(C)CC(=O)C(=O)O | -3&-4 | 3&5 | -2&3 | -3&3 | -1&-4 | -5&1 | -2&3 | -1&-1
CSCCC(NS(=O)(=O)c1ccccc1F)C(=O)NCCCn1nc(C)cc1C (stereo not drawn) | -2 | -5 | -1 | 8 | 1 | 3 | 4 | 2
COc1ccc(Cl)cc1NC(=O)C1CC(c2c(F)cccc2Cl)=NO1 (stereo not drawn) | -1 | 1 | -3 | 19 | 2 | 7 | 27 | -1
CC(=O)c1ccc(Oc2cc(C)nc(-n3nc(C)cc3C)n2)cc1 | -8 | -4 | 31 | 0 | 4 | -2 | 0 | -3
Cc1ccc(CN2CCC(Oc3ccc(C(=O)NCc4ccccn4)cc3)CC2)o1 | 1 | 6 | 7 | -11 | 1 | -3 | -5 | -10
NC(=O)CSc1cn(Cc2cccc(F)c2)c2ccccc12 | -3 | 20 | -8 | 4 | 4 | -4 | 9 | 0
O=C(CC(=O)NN=Cc1ccc2c(c1)CCC2)NN=Cc1ccc2c(c1)CCC2 | / | / | -2 | -5 | / | 2 | -2 | 0
COc1ccc(C2C(C#N)=C(N)OC3=C2C(=O)CCC3)c(OC)c1OC (stereo not drawn) | 2 | 0 | -16 | 9 | 0 | -4 | 5 | -1
CCOc1ccc(C(=O)C(CN2CCOCC2)c2ccccc2)cc1 (stereo not drawn) | / | / | 12 | 7 | / | -68 | 1 | 2
O=C(Cc1c[nH]c2ccccc12)NNC(=O)c1ccccc1 | -5 | 4 | 2 | 1 | 2 | 4 | -8 | 4
CC(C)CC(NC(N)=O)C(=O)Nc1cccc([N+](=O)[O-])c1 (stereo not drawn) | -3 | 20 | 9 | -6 | 7 | -6 | -1 | -5
C=C(C)C1CC=C(CN2CCN(Cc3ccccc3)CC2)CC1 (stereo not drawn) | -4 | 21 | -4 | 13 | 8 | 0 | 4 | 2
CCOC(=O)/C=C(C)\C=C\c1c[nH]c2ccccc12 | 5 | -22 | -2 | 1 | -4 | 11 | -2 | -6
O=c1[nH]c(CCl)nc2cc(-c3ccc(Cl)cc3)sc12 | -3 | -12 | 10 | -23 | -3 | -5 | 2 | -4
CCCCNC(=O)c1ccccc1NS(=O)(=O)c1ccc2c(c1)OCCO2 | -3 | -4 | -1 | -12 | 8 | 4 | 3 | 5
COC(=O)/C(=C/c1c[nH]c2ccccc12)[N+](=O)[O-] | 2 | 5 | -9 | 13 | -7 | -4 | -2 | -11
O=C(/C=C/c1ccccc1F)N1CCN(c2ccccn2)CC1 | -3 | 8 | 0 | 9 | 9 | 45* | -2 | -10
N#Cc1cc(S(=O)(=O)c2ccccc2)c(N)[nH]c1=O | 0 | 2 | 3 | -9 | 9 | -1 | 7 | 4
Cc1ccc(OCC(=O)NCCNC(=O)c2ccncc2)cc1C | 1 | -16 | -3 | 2 | -2 | -2 | -6 | 0
Cc1ccc(Cl)c(OC(=O)c2nn(C(C)C)c(=O)c3ccccc23)c1 | -4 | 8 | -10 | 14 | 5 | -9 | 5 | 4
Cc1nn(CC(=O)NCc2ccco2)c(C)c1[N+](=O)[O-] | -6 | -7 | 10 | 11 | 18 | -14 | -11 | -3
Cc1ccc(N2C(=O)N(CC(=O)Nc3ccc(C)c(C)c3[N+](=O)[O-])C(=O)C2C)cc1 (stereo not drawn) | -1 | -10 | 2 | 6 | -7 | 3 | -6 | 11
CC1(C)CC(=O)C(C=NCCN2CCN(C(=O)C34CC5CC(CC(C5)C3)C4)CC2)=C(O)C1 | -17 | -21 | 7 | 1 | -9 | -4 | -7 | 0
O=C(N/N=C/c1ccccc1F)c1cccc(NC(=O)c2ccccc2Cl)c1 | 0 | 1 | -11 | 0 | -2 | -8 | -6 | -10
O=c1[nH]c(C2CCCN(S(=O)(=O)c3cccc(Cl)c3)C2)nc2c1nnn2Cc1ccc2c(c1)OCCO2 (stereo not drawn) | 0 | 3 | 6 | 14 | 1 | -2 | -5 | 8
Cc1ccc(NC(=O)COC(=O)CC2CC3CCC2C3)cc1S(=O)(=O)N1CCOCC1 (stereo not drawn) | -2 | 9 | 3 | 7 | -3 | -13 | -15 | -2
COc1ccc(O)c(/C=N/n2c(-c3ccco3)csc2=Nc2cccnc2)c1 | -2 | -7 | 0 | -2 | 4 | 8 | 4 | 0
CN1C(=O)C(CC(=O)NCCc2ccccc2)N(NC(=O)c2ccc(Cl)cc2)C1=S (stereo not drawn) | -5 | -2 | -3 | 7 | -2 | -20 | -2 | -10
COC(=O)C1=C(C(=O)OC)SC2(S1)C(C(=O)OC)=C(C(=O)OC)SC1=C2c2cccc(C)c2NC1(C)C | 0 | 8 | -7 | 21 | -23 | 9 | 2 | 0
COc1ccc(C(=O)COC(=O)/C=C/c2ccccc2[N+](=O)[O-])cc1 | -1 | 0 | -2 | 14 | -1 | -7 | 17 | -6
O=C(c1cccc(F)c1)N1CCN(Cc2ccco2)CC1 | 2 | 8 | -8 | -17 | -1 | -6 | -5 | 6

Record cards, from the list above. Values in the order: APJ ag, APJ antag, Gli-Sufu block, CCR6 antag, UBC13 inh, EBI2 antag, ATG4B inhibitor, CXCR6 inh
COc1ccc(O)c(/C=N/n2c(-c3ccco3)csc2=Nc2cccnc2)c1 across the screens: -2, -7, 0, -2, 4, 8, 4, 0
CN1C(=O)C(CC(=O)NCCc2ccccc2)N(NC(=O)c2ccc(Cl)cc2)C1=S (stereo not drawn) across the screens: -5, -2, -3, 7, -2, -20, -2, -10
O=C(N/N=C/c1ccccc1F)c1cccc(NC(=O)c2ccccc2Cl)c1 across the screens: 0, 1, -11, 0, -2, -8, -6, -10
Cc1ccc(OCC(=O)NCCNC(=O)c2ccncc2)cc1C across the screens: 1, -16, -3, 2, -2, -2, -6, 0
Cc1ccc(Cl)c(OC(=O)c2nn(C(C)C)c(=O)c3ccccc23)c1 across the screens: -4, 8, -10, 14, 5, -9, 5, 4

Sorted by formula weight (smallest number first): 6 of the compounds above
SMILES | APJ ag | APJ antag | Gli-Sufu block | CCR6 antag | UBC13 inh | EBI2 antag | ATG4B inhibitor | CXCR6 inh
Cc1nn(CC(=O)NCc2ccco2)c(C)c1[N+](=O)[O-] | -6 | -7 | 10 | 11 | 18 | -14 | -11 | -3
O=C(c1cccc(F)c1)N1CCN(Cc2ccco2)CC1 | 2 | 8 | -8 | -17 | -1 | -6 | -5 | 6
Cc1ccc(Cl)c(OC(=O)c2nn(C(C)C)c(=O)c3ccccc23)c1 | -4 | 8 | -10 | 14 | 5 | -9 | 5 | 4
COc1ccc(O)c(/C=N/n2c(-c3ccco3)csc2=Nc2cccnc2)c1 | -2 | -7 | 0 | -2 | 4 | 8 | 4 | 0
Cc1ccc(N2C(=O)N(CC(=O)Nc3ccc(C)c(C)c3[N+](=O)[O-])C(=O)C2C)cc1 (stereo not drawn) | -1 | -10 | 2 | 6 | -7 | 3 | -6 | 11
COC(=O)C1=C(C(=O)OC)SC2(S1)C(C(=O)OC)=C(C(=O)OC)SC1=C2c2cccc(C)c2NC1(C)C | 0 | 8 | -7 | 21 | -23 | 9 | 2 | 0
